Lamin A splicing: modulators of lamin A splicing | HeLa LMNA splicing GFP/RFP minigene ratio, 48 h | Potency, µM (doses to about 46.1 µM), inactives show at the top dose ratio change, negative = inhibition, usual class: inhibitors | 0.01% of 200,000 active | AID 1487; active means well fitted inhibition curve with a large enough effect in the signal ratio, with a control signal flat, not every such curve was filed as active; inconclusive means small, poorly fitted or top-dose-only effect, or effect the other way, or a change in a side signal; the % refers to the signal ratio; further: potency means the concentration at half of the fitted maximal effect; on the % scale 0 is the no-effect control and ±100 the full control effect
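S3 HeLa cells stably expressing lamin A-EGFP splicing minigene plus DsRed2, 600 cells/well, 48 h compound exposure at 37C. Laser-scanning cytometry; analysed as GFP (500-530 nm)/RFP (575-640 nm) total intensity ratio; 0.5% DMSO vehicle.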
SMN2 splice enh: increases expression of the SMN2 splice variant | HEK293 SMN2-luciferase splicing reporter, luminescence, 30-36 h | Potency, µM (titrated, usually from 46.1 µM), inactives show at the highest dose activity change, positive = activation, most hits filed as activators | 2.8% of 210,000 active; further: potency means the concentration at half of the fitted maximal effect; % of control where 0% means no effect; nearly all actives have a fitted effect of over 55% in size
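qHTS luciferase splicing reporter: luminescence rises when SMN2 exon 7 is included in transfected HEK293 cells. Compound exposure lasted 30-36 h at 37C, with 4.5 mM final sodium butyrate as control, followed by a ONE-Glo read.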
IMPase Li inh: membrane-permeable IMPase blocker, potentiated with lithium. CHO-M1 cells, IP1 TR-FRET (IP-One), carbachol + lithium. 0.35% of 210,000 active. AID 1457. Potency, µM (titrated, usually from 59.4 µM), without a hit: at the highest dose activity, negative = IMPase inhibition, most hits filed as inhibitors;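 further: IP1 builds up when IMPase is blocked and the TR-FRET signal falls; potency means the concentration at half of the fitted maximal effect; plate controls were basal vehicle for no effect and high inhibitor control for full effect; nearly all actives have a fitted effect of over 50% in size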
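Concentration–response in CHO-M1 cells, lithium-potentiated; 30 min at 37C. IP1 detected by competitive TR-FRET after 10 min lysis at RT. Hill-fitted AC50.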
CBFb RUNX1 block: blocks binding between human CBF-beta and RUNX1; AlphaScreen CBFb-His/RUNX1-biotin binding, biochemical; 230,000 tested, under 10 active; Potency, µM (top dose mostly 59.8 µM), for inactives: at the highest dose activity, negative = inhibition, usual class: inhibitors; AID 1477; Q01196+Q13951; further: % of control where 0% means no effect
Target sequence (Q01196 whole entry, looked up): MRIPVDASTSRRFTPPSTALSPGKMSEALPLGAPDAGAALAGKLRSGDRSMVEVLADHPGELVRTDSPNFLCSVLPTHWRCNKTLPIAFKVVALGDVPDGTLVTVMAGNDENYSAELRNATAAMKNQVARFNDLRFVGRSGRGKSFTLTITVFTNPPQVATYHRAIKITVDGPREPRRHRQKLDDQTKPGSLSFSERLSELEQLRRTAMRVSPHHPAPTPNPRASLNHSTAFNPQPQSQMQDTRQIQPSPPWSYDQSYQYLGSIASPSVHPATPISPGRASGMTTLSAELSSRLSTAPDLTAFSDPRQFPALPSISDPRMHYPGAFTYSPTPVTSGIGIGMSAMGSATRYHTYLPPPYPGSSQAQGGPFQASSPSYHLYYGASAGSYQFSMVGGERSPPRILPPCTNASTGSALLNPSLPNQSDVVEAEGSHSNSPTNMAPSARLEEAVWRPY
Target sequence (Q13951 whole entry, looked up): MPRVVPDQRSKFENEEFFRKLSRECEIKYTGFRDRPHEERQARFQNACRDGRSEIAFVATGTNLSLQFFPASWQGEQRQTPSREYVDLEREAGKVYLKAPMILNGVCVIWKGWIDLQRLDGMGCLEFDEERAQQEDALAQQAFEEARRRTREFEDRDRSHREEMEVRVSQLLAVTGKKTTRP
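Proteins preincubated together for 20 min at RT before compound addition; 15 min later, nickel and streptavidin beads were added and left 90 min prior to AlphaScreen measurement.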
KinaseGlo FLuc: blocks Kinase-Glo luciferase, a counter-screen artifact | Q27757 | Kinase-Glo luciferase, ATP luminescence, 8 min | Potency, µM (top dose mostly 38.3 µM), without a hit: top-dose activity change, negative = inhibition, actives largely listed as inhibitors | 0.28% of 200,000 active; further: potency means the concentration at half of the fitted maximal effect; on the % scale 0 is the no-effect control and ±100 the full control effect; nearly all actives have a fitted effect of over 60% in size
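Inhibition of Kinase-Glo luciferase light generation was assessed at 10 uM ATP in pH 7.2 imidazole buffer, with luminescence measured after eight minutes at ambient temperature.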
HTT cytoprotect: protects HTT-Q103 PC12 cells, measured by ATP | PC12 HTT-Q103 induced, cytoprotection, ATP luminescence, 40 h | Potency, µM (top dose mostly 56.4 µM), without a hit: cytoprotection (ATP increase), usual class: activators | 0.14% of 230,000 active | AID 1471;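 further: potency means the concentration at half of the fitted maximal effect; % of control where 0% means no effect; nearly all actives have a fitted effect of over 45% in size; toxic huntingtin expression switched on by the ecdysone agonist tebufenozide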
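PC12 cells stably carrying ecdysone-inducible Htt exon 1 (Q103)–GFP were induced with 100 nM tebufenozide (final) alongside library compounds in a dose series. Cytoprotection was scored as retained ATP by ATPlite luminescence.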
HTT aggregate: reduces HttQ103-GFP aggregates in PC12 cells | Potency, µM (titrated, usually from 46.1 µM), for inactives: top-dose activity change, negative = inhibition, usual class: inhibitors | PC12 HttQ103-GFP aggregates, Acumen cytometry, 40 h | 1.1% of 220,000 active; further: potency means the concentration at half of the fitted maximal effect; on the % scale 0 is the no-effect control and ±100 the full control effect; nearly all actives have a fitted effect of over 60% in size
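PC12 cells stably carrying ecdysone-inducible HTT exon 1 Q103–GFP were induced with tebufenozide (100 nM final) and treated with library compounds in titration. GFP aggregates in lysates were counted by laser scanning cytometry.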
An asterisk follows results filed as active; ? = inconclusive; . = no result given; & = joins results of further samples; [ ] = dose if it differs, or a comment. Unless noted, the call rests on the fitted dose curve; in most records, active means well fitted curve in the direction sought with a large enough effect; inconclusive means small, poorly fitted or top-dose-only effect, or another doubt; inactive means no such curve, though single readings can be large; an effect the other way counts as inactive or inconclusive.

Preview, 6 compounds:
SMILES | Lamin A splicing | SMN2 splice enh | IMPase Li inh | CBFb RUNX1 block | KinaseGlo FLuc | HTT cytoprotect | HTT aggregate
COc1cccc(OC)c1C(=O)Nc1cccc(-c2nc3ccccc3[nH]2)c1 | . | . | 3% | 6% | -6% | -10%[10 µM] | -9%[9.22 µM]
COc1ccc(OC)c(NC(=O)c2cc(S(=O)(=O)NCc3ccco3)ccc2F)c1 | 2% | -3% | 0%[38.3 µM] | -15% | -1% | -1% | 13%
COc1ccc(-c2nnc(NC(=O)C(C)C)o2)cc1 | 0% | 6% | -1%[38.3 µM] | -3% | -3% | -11% | -20%
O=C(N/N=C/c1c[nH]c2ccccc12)c1cc(-c2ccc(-c3ccccc3)cc2)n[nH]1 | 13% | 24% | -11%[38.3 µM] | -7% | 0% | -65%[inhibitor] | ?
Cc1ccn2c(NCc3ccccc3)c(-c3cccs3)nc2c1 | 6%[46 µM] | ? | 24% | -13% | -8% | . | .
c1ccc(OCc2nc3ccccc3[nH]2)cc1 | -12% | 13µM* | 2%[38.3 µM] | 13% | -20% | -21%[10 µM] | -16%

Main list (from the top)
SMILES | Lamin A splicing | SMN2 splice enh | IMPase Li inh | CBFb RUNX1 block | KinaseGlo FLuc | HTT cytoprotect | HTT aggregate
COc1cccc(OC)c1C(=O)Nc1cccc(-c2nc3ccccc3[nH]2)c1 | . | . | 3% | 6% | -6% | -10%[10 µM] | -9%[9.22 µM]
COc1ccc(OC)c(NC(=O)c2cc(S(=O)(=O)NCc3ccco3)ccc2F)c1 | 2% | -3% | 0%[38.3 µM] | -15% | -1% | -1% | 13%
COc1ccc(-c2nnc(NC(=O)C(C)C)o2)cc1 | 0% | 6% | -1%[38.3 µM] | -3% | -3% | -11% | -20%
O=C(N/N=C/c1c[nH]c2ccccc12)c1cc(-c2ccc(-c3ccccc3)cc2)n[nH]1 | 13% | 24% | -11%[38.3 µM] | -7% | 0% | -65%[inhibitor] | ?
Cc1ccn2c(NCc3ccccc3)c(-c3cccs3)nc2c1 | 6%[46 µM] | ? | 24% | -13% | -8% | . | .
c1ccc(OCc2nc3ccccc3[nH]2)cc1 | -12% | 13µM* | 2%[38.3 µM] | 13% | -20% | -21%[10 µM] | -16%
Cc1ccc(C(=O)COC(=O)c2ccc3c(c2)C(=O)N(c2cccc4ncccc24)C3=O)cc1C | ? | -4% | 29%[38.3 µM] | 8% | 0% | -16% | 22%
CC1CCC(C(C)C)C(OC(=O)COC(=O)c2ccc(N)cc2)C1 (configuration not stated) | -1% | -4% | 10% | 9% | 4% | 3%[10 µM] | -2%
C=CCNCC(=O)N1N=C(c2ccc3ccccc3c2)CC1c1ccc(OC)cc1 (configuration not stated) | ? | 0% | 17% | -3% | 0% | -2%[10 µM] | 13µM*
Cc1c(Cl)cccc1NC(=O)NCc1ccncc1 | 19%[46 µM] | 6% | 6% | 2% | -2% | . | .
CCOc1ccccc1-c1cc(C(=O)N/N=C/c2ccc3c(c2)OCO3)c2ccccc2n1 | -12% | 29% | 29%[38.3 µM] | -3% | -3% | 2% | -4%
CCOc1ccc(NC(=O)/C(=C\c2ccc(OC(C)=O)c(OC)c2)NC(C)=O)cc1 | -6% | 9% | 7% | -2% | -2% | -23%[10 µM] | 11%
CN1CCN(C(=O)CN(Cc2ccccc2)S(C)(=O)=O)CC1 | 15% | 26% | 14%[38.3 µM] | 4% | -3% | -2%[10 µM] | 20%
CCOC(=O)c1c(C)nc2sc3c(=O)n(-c4ccc(OC)cc4)nnc3c2c1-c1ccc(OC)cc1 | 3% | -2% | -2%[38.3 µM] | -13% | -7% | -21% | 1%
COc1ccc(CCNC(=O)COC(=O)C2CC2)cc1 | 2%[46 µM] | 6% | 6% | 4% | 0% | 7%[10 µM] | -16%
O=C1CSC(c2c(F)cccc2Cl)N1c1cccc(F)c1 (configuration not stated) | 15% | 0% | 8%[38.3 µM] | -1% | -1% | 36% | 12%
O=[N+]([O-])c1ccc(/C=C/c2nc3ccc([N+](=O)[O-])cc3[nH]2)cc1 | ? | . | -2% | -12% | -3% | 38%[10 µM] | -9%
COc1ccccc1C(=O)NNC(=O)c1sccc1-n1cccc1 | . | -5% | 5% | 2% | 3% | -50% | 21%
O=C(N/N=C/c1ccc([N+](=O)[O-])cc1)c1ccc(COc2ccccc2-c2ccccc2)cc1 | -2%[46 µM] | 13% | 14% | -7% | 0% | . | -11%
CCOc1cc(CNCCO)cc(Br)c1OCc1ccccc1 | ? | -48%[inhibitor] | 5% | -3% | 0% | -13% | -22%
COC(=O)CN(c1cc(OC)ccc1OC)S(=O)(=O)c1ccc(OC)c(OC)c1 | 11% | -12% | 8%[38.3 µM] | 1% | 1% | -8% | 2%
COc1ccc(N2CCN(CCCNS(=O)(=O)c3c(C)noc3/C=C/N(C)C)CC2)cc1 | -3% | -9% | 38%[activator][38.3 µM] | ? | -1% | 2% | 19%
COCC(=O)N1CCN(c2ccc([N+](=O)[O-])cc2)CC1 | -6% | -22% | -4%[38.3 µM] | 2% | -1% | -2% | -2%
O=C(O)COc1ccc(/C=N/n2c(COc3ccccc3)nc3ccccc3c2=O)cc1 | -8% | . | . | -8% | . | 9%[10 µM] | -17%
CCOc1cc(C2Nc3ccccc3C(=O)N2c2ccccc2)c(Br)cc1OCC(=O)O (configuration not stated) | -9% | 14% | -8% | 8% | 5% | . | 1%

(further entries)
SMILES | Lamin A splicing | SMN2 splice enh | IMPase Li inh | CBFb RUNX1 block | KinaseGlo FLuc | HTT cytoprotect | HTT aggregate
Cc1ccc(-n2nc3c(c2NC(=O)c2ccc(OC(C)C)cc2)CS(=O)C3)cc1 (configuration not stated) | 2% | -8% | -14%[38.3 µM] | 4% | -2% | 1% | 18%
CN(C(=O)c1ccc2c(c1)OCO2)C1(C(=O)NC2CCCC2)CCCCC1 | 8% | 2% | 26%[38.3 µM] | 2% | 6% | 16% | -1%
Cc1cc(=O)[nH]c(SC/C=C/c2ccccc2)n1 | 5% | 16% | -6%[38.3 µM] | 3% | 1% | -20%[0.074 µM] | -34%
CSc1cccc(NS(=O)(=O)c2ccccc2)c1 | -12% | -13% | 23%[38.3 µM] | 5% | -1% | 1%[1.9 µM] | 9%
CCc1cc(C(=O)O)c(NC(=O)/C=C/c2ccc(OC)c(OC)c2)s1 | 8%[46 µM] | 7% | -3% | -15% | 4% | -17% | ?
CN(C)C(=O)c1ccc2c(c1)C1C3CCC(C3)C1C(c1ccccc1)N2 (configuration not stated) | ? | -14% | 1% | -2% | 1% | . | -7%
CC(C)NC[C@@H](O)COc1ccc(CCOCC2CC2)cc1 | ? | -13%[20.6 µM] | 7%&-5% | 6%&-8%[21.7 µM] | -2% | ? | .
Clc1cc(Cl)c2nc(N3CCOCC3)sc2c1 | -1% | ? | -10% | 6% | -1% | 14%[10 µM] | -5%
Cc1ccc(Oc2ccc(C(=O)NC3CCSC3=O)cn2)cc1 (configuration not stated) | 13% | -18% | -2%[38.3 µM] | 3% | 6% | -10% | 3%
CCOc1ccc(C(=O)N(CN2CCCC2=O)c2ccc(C)cc2)cc1 | ? | 15% | -3% | -1% | 1% | 4%[10 µM] | -10%
O=C(CN(Cc1ccccc1Cl)C(=O)Cn1nnc(-c2cccs2)n1)NCC1CCCO1 (configuration not stated) | -3% | -14% | 0%[38.3 µM] | 0% | 1% | -9% | -3%
COc1ccc(NC(=O)N2CC[C@@]3(CCCN(C(=O)c4cccn4C)C3)C2)cc1 | . | -2% | -11% | . | -3% | 11% | .
CCOC(=O)CN(C(=O)CSc1nnc(-c2ccc(OC)c(OC)c2)o1)c1ccc(F)cc1 | 13% | -18% | 30%[38.3 µM] | 7% | 2% | 3% | 11%[9.22 µM]
Cc1ccc(S(=O)(=O)CCC(=O)O)cc1C | 0% | -9% | 15% | 3% | -3% | 34%[1.9 µM] | -11%
O=C(CN1CCC(n2nnc3cc(C(F)(F)F)ccc32)CC1)Nc1ccc2c(c1)CCC2 | -1% | -20% | 13%[38.3 µM] | 1% | -4% | -21% | ?
CC(=O)N(Cc1ccc(Br)cc1)c1cccc(C)c1C | ? | -4% | 13% | 12% | 2% | -19% | -7%
COc1ccc(S(=O)(=O)Nc2ccc3c(c2)OCO3)cc1Cl | -6% | -20% | 24%[38.3 µM] | 4% | -2% | 11% | -29%
CCOC(=O)c1sc(NC(=O)c2cccs2)cc1C | -2% | 14µM* | 10%[38.3 µM] | 10% | ? | -65%[inhibitor] | -9%
Cc1ccc(C(=O)N/C(=C\c2ccc(-c3cccc([N+](=O)[O-])c3)o2)C(=O)NC(C)(C)C)cc1 | -6% | 3% | 1% | 1% | -1% | 2%[10 µM] | 29%
Cc1ncoc1C(=O)N1CCCC(C(=O)c2ccc(-c3ccccc3)cc2)C1 (configuration not stated) | ? | . | 13% | -6% | 0% | -12%[10 µM] | -8%[9.22 µM]
O=C(Cc1ccc2cccnc2c1)c1ccc(O)cc1O | -5% | -3% | -23%[38.3 µM] | -6% | -3% | -36% | -1%
Cc1ccccc1NC(=O)CCN1C(=O)CSC1=O | -1% | 11% | 2% | -3% | 0% | 16%[10 µM] | -3%
Cc1nnc(SCc2cn3ccsc3n2)n(N)c1=O | -2% | -20% | 6%[38.3 µM] | 5% | 4% | -5% | -7%
Cc1ccccc1-n1ncc2c(SCC(=O)N3c4ccccc4CC3C)ncnc21 (configuration not stated) | ? | -47%[inhibitor] | 11%[38.3 µM] | 2% | -5% | -68%[inhibitor] | 4%
Cc1cnc(C(=O)OCC(=O)NCCCc2ccccc2)cn1 | ? | 5% | 1% | -17% | -6% | -13% | 3%
O=C(Nc1nnc(CCS(=O)(=O)c2ccc3ccccc3c2)s1)c1cccs1 | -10% | -23% | 11µM* | 6% | 0% | 11%[10 µM] | 10%
CCCNC(=O)[C@H](Cc1c[nH]c2ccccc12)NC(=O)c1ccccc1Cl | -10% | ? | -2% | 0% | 0% | 6%[1.9 µM] | 3%
O[C@@H]1[C@@H](OCc2ccccc2)OC[C@H](O)[C@@H]1O | . | -2%[9.22 µM] | -3% | . | -6%[7.66 µM] | 22%[10 µM] | .
CCC(C(=O)Nc1cc(C)on1)c1ccccc1 (configuration not stated) | -3% | -13% | -1%[38.3 µM] | 3% | 2% | 14% | -19%[9.22 µM]
CCc1c(C)nc2ncnn2c1N1CCC(C(=O)NCc2cccc(OC)c2)CC1 | ? | -35%[inhibitor] | 2%[38.3 µM] | 5% | 2% | 18% | -22%
